# KLF5 inhibitor – suppresses KLF5 promoter-driven expression; DLD-1 KLF5 promoter-luciferase reporter, luminescence; inhibition, % at 5 µM; actives 0.23% (n = 290,000); AID 1700;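 active = inhibition above a per-plate limit of that plate's mean compound inhibition plus 3 SD, cut at about 60% in these data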;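 note: 0% = DMSO wells and 100% = LY294002 at 200 µM; higher means less KLF5 promoter-driven luciferase light; inactives centre near -14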
# GSK3 alpha inh – blocks human GSK-3 alpha kinase; inhibition, % at 10 µM; AID 2650; actives 0.1% (n = 320,000); P49840; ADP-Glo luminescence, 60 min;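 in the data active = inhibition above about 50%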;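 note: GST-tagged GSK-3 alpha with peptide substrate and 25 µM ATP; 0% = DMSO neutral wells and 100% = GW8510 positive control wells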
# Target sequence (P49840 whole entry, looked up): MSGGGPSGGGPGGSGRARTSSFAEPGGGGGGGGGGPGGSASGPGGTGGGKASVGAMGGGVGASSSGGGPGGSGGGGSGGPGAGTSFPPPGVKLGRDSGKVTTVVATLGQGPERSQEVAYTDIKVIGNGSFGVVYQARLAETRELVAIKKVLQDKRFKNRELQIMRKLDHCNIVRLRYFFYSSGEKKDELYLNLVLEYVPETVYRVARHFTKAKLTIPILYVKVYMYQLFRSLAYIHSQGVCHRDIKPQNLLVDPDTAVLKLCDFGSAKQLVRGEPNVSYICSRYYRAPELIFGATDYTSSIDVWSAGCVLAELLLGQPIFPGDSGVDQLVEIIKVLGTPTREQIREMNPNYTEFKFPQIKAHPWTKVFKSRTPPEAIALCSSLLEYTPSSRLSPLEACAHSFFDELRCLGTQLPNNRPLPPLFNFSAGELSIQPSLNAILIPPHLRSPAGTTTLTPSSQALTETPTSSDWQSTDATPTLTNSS
# HSP90 inh – HSP90 refolding inhibition in rabbit reticulocyte lysate; luciferase refolding luminescence, 3 h; inhibition, % at 5.6 µM; actives 0.91% (n = 290,000); AID 1789;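 active = inhibition above the screen-wide mean plus 3 SD, computed separately per campaign, cut at about 16% in these data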;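 note: 0% = DMSO wells and 100% = 60 µM geldanamycin wells; inhibitors lower the luminescence because luciferase stays unfolded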
# AI-2 QS mod – Vibrio harveyi AI-2 quorum sensing modulation | Vibrio harveyi JMH597 AI-2 luminescence/OD600 ratio, 9 h; active compounds read low; strain lacks LuxN and CqsS sensors; 0 = neutral-control median | activity change, % at 7.5 µM | actives 0.4% (n = 300,000) | AID 2094; in the data active = activity change below about -75%, passing the limit was not always enough;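 note: luminescence divided by OD600 gain over 9 h not by final OD600 alone; inactives centre near 13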
# HSF1 activator – increases HSF-1 driven luciferase reporter signal; activation, % at 9 µM; NIH3T3-HGL HSF-1 luciferase reporter, MG132, 8 h; 100% = twice DMSO control signal; actives 1.7% (n = 300,000); AID 504408;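 active = mean replicate activation of at least 50% with a set share of replicates each reaching 50%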;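 note: 0% = median of the neutral control wells and 100% = twice that signal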
# PolyA inh – blocks polyadenylation in yeast reporter cells. S. cerevisiae SKY197-pL101 polyadenylation reporter, beta-gal luminescence; efflux-impaired pdr1/pdr3 knockout yeast; score 100 = 6 SD above DMSO. calls only at 12 µM. actives 0.02% (n = 300,000);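 active = lowest replicate activity score at least 50, where 100 means six control SD above control mean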;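 note: yeast exposed to compound for 9 h at 30 °C; higher score means more reporter readthrough which indicates perturbed polyadenylation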
# HSF1 inhib – HSF1 inhibition. NIH3T3-HGL HSE-luciferase, MG132-induced, luminescence 8 h; active compounds read low. activity change, negative = inhibition, % at 7.5 µM (by protocol). actives 0.77% (n = 300,000);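 active = more than half of replicate wells show activity change below -50%, luminescence cut by over half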;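 note: luciferase reports HSF-1 transcriptional activity via heat shock element; 0% = median of DMSO wells and -100% = zero luminescence signal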
# aSyn UTR inh – 5' untranslated region of α-synuclein, MLPCN primary screen; alpha-synuclein 5'UTR reporter, inhibitor activity; inhibition, % (tested at 7.5 µM); actives 0.82% (n = 300,000); AID 1813; in the data active = inhibition above about 60%;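 note: H4 neuroglioblastoma cells stably carrying SNCA 5'UTR luciferase fusion; 0% = DMSO wells and 100% = positive control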
# GSK3B inh – inhibitors of human GSK3beta kinase; P49841; GST-GSK3beta kinase, ADP-Glo luminescence, 60 min; active compounds read low; activity score (negative = inhibition), % at 10 µM; actives 0.038% (n = 300,000); AID 2097;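 active = more than half of replicate wells score below -50%, meaning over 50% inhibition versus plate controls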;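 note: 0% = median DMSO wells and -100% = median GW8510 positive control wells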
# Target sequence (P49841 whole entry, looked up): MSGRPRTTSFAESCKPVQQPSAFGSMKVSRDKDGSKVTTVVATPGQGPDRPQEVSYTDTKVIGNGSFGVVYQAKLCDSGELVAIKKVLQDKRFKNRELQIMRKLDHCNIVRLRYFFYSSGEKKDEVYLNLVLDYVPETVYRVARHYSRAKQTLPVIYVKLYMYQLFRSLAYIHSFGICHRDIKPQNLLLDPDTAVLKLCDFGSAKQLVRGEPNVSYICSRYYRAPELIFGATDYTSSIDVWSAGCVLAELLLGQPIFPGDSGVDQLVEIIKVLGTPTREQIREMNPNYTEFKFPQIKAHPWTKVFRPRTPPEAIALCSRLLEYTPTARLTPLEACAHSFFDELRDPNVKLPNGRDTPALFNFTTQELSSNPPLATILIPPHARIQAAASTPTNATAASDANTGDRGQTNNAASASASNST
#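 Assay system: GST-tagged human GSK3beta kinase, cell-free; Input: 1.6 ng GSK3beta; Medium: Tris/MgCl2 kinase buffer; Timing: 60 min enzyme reaction, room temperature; Signal: ADP-Glo luminescence quantifying ADP generated by kinase; Evaluation: score relative to plate controls; Benchmarks: DMSO neutral wells and GW8510 at 20 µM as positive.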
# IEC-6 cytotox – IEC-6 cytotoxicity, counter-screen for KLF5 inhibitors; inhibition, % at 5 µM; actives 0.78% (n = 290,000); AID 1825; luminescence viability; in the data active = inhibition above about 22%;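 note: 0% = plate median of test compound wells and 100% = cytotoxic reference compound wells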
# The depositor's hits bear a star; i = inactive; / = no result given.
SMILES,KLF5 inhibitor,GSK3 alpha inh,HSP90 inh,AI-2 QS mod,HSF1 activator,PolyA inh,HSF1 inhib,aSyn UTR inh,GSK3B inh,IEC-6 cytotox
CCN(CC1COc2ccccc2O1)C(=S)Nc1ccccc1 (stereo unspecified),2,0,4,10,-7,i,1,3,0,8
CC(=O)N1CCSc2ccc(S(=O)(=O)Nc3ccc(C)cc3)cc21,4,2,5,-4,5,i,-4,-3,-2,6
CCOc1ccccc1CN1C(=O)c2ccccc2C1C(=O)NCC1CCCO1 (stereo unspecified),-46,-1,2,17,18,i,1,9,0,-2
CCCCN=C1C([N+](=O)[O-])=CC=C2C1=NC1(CCCCC1)N2O,-38,6,-3,19,9,i,-4,9,-7,5
COCCOC(=O)C1=C(C)NC(=O)N(C(C)=O)C1c1ccc(Cl)cc1 (stereo unspecified),-1,-3,3,20,21,i,14,3,-2,2
CCOC(=O)C1=C(c2ccccc2)N=C2SCC(=O)N2C1c1ccc(OC)c(OC)c1 (stereo unspecified),-47,0,-4,-8,-5,i,-5,-2,0,3
Cc1c([N+](=O)[O-])c([N+](=O)[O-])nn1CC(=O)NCc1cccnc1,-20,-3,3,28,0,i,-8,-36,-1,4
COc1ccccc1C(=O)Nc1nc(-c2ccc(S(=O)(=O)N3CCOCC3)cc2)cs1,1,-7,6,-6,-27,i,-22,-12,-2,6
O=C(Nc1cccc2c1C(=O)NC2=O)c1ccccc1[N+](=O)[O-],-23,1,3,8,1,i,-4,4,2,-1
CCNC(=S)NN(c1ccccc1)c1ccccc1,6,-1,3,13,17,i,3,-9,-5,4
CCN1CCN(S(=O)(=O)c2ccc3c(c2)OCCO3)CC1,-16,-2,2,21,-1,i,-10,-5,-1,-3
CSc1ccc(Cl)c(C(=O)Nc2ccc(Cl)cn2)c1,-5,-4,3,-4,-19,i,-4,31,4,3
Cc1nc2ccccc2nc1N/N=C/c1ccc(O)cc1,-63,8,8,12,-12,i,-9,-87,0,13
Cc1c(C)c2ccc(OCC(=O)NCCCn3ccnc3)cc2oc1=O,-6,2,2,4,0,i,-4,14,4,8
CCn1ncc([N+](=O)[O-])c1C(=O)NC1CCCCC1,-27,-4,0,16,-4,i,-11,-13,-4,-6

# Overlap with the part before: 4 entries; new compounds follow.
SMILES,KLF5 inhibitor,GSK3 alpha inh,HSP90 inh,AI-2 QS mod,HSF1 activator,PolyA inh,HSF1 inhib,aSyn UTR inh,GSK3B inh,IEC-6 cytotox
CSc1ccc(Cl)c(C(=O)Nc2ccc(Cl)cn2)c1,-5,-4,3,-4,-19,i,-4,31,4,3
Cc1nc2ccccc2nc1N/N=C/c1ccc(O)cc1,-63,8,8,12,-12,i,-9,-87,0,13
Cc1c(C)c2ccc(OCC(=O)NCCCn3ccnc3)cc2oc1=O,-6,2,2,4,0,i,-4,14,4,8
CCn1ncc([N+](=O)[O-])c1C(=O)NC1CCCCC1,-27,-4,0,16,-4,i,-11,-13,-4,-6
Cn1ncc([N+](=O)[O-])c1C(=O)Nc1cccc(Cl)c1,-1,1,2,17,4,i,-4,-6,-1,4
COc1ccc(CC(=O)Nc2nc(-c3cccc([N+](=O)[O-])c3)cs2)cc1,-20,-1,-4,8,-14,i,2,15,4,-2
CCN(CC(=O)Nc1ccccc1OC)CC(=O)Nc1c(Cl)ccc(C)c1Cl,6,-2,-3,0,/,/,/,/,-2,0
O=C(NCCc1ccccc1)c1n[nH]c2ccccc12,-142,22,4,-27,59*,i,35,-144,2,3
O=C(C1CCCN(S(=O)(=O)c2ccccc2)C1)N1CCCCCC1 (stereo unspecified),-12,-2,-1,11,-9,i,-1,11,1,-4
Cc1ccc(S(=O)(=O)n2nc(OC(=O)c3ccccc3C)cc2N)cc1,-22,-2,-3,31,2,i,-8,-5,-5,-4
O=C(COC(=O)c1ccc(Br)o1)NC1CCCCC1,-27,-1,0,11,-1,i,0,12,-1,0
COc1cc(C(=O)Nc2ccc(NC(=O)C3CCCCC3)nc2)cc(OC)c1OC,-8,/,-3,-4,11,i,9,-15,3,7
CSc1ccccc1NC(=O)N1CCC(CO)(CC2CCCCO2)CC1 (stereo unspecified),-34,-2,1,6,-9,i,-11,5,-3,2
CCCCN(C)CCC(=O)Nc1ccc(Cl)cc1,-2,-2,-1,15,7,i,-7,-18,1,4
O=C(NCCN1CCOCC1)c1ccc(CSc2nc3ccncc3n2Cc2ccc(F)cc2)cc1,-16,1,-2,22,-1,i,-8,6,1,0
O=C(NC1(C(F)(F)F)NC(=O)N(C2CCCCC2)C1=O)c1ccco1 (stereo unspecified),-23,0,2,22,6,i,7,9,2,4
O=C(/C=C/c1ccco1)N(Cc1ccc(F)cc1)C1CCS(=O)(=O)C1 (stereo unspecified),4,-2,-1,-12,0,i,4,3,-3,-5
Fc1ccc(-c2nc3n(n2)Cc2ccccc2-3)cc1,-99,3,8,3,/,i,/,/,1,15
COc1ccc(Cl)cc1N(CC(=O)Nc1ccccc1C(=O)NCc1ccco1)S(C)(=O)=O,-23,-1,0,19,4,i,-4,53,0,0
CC1C(C#N)=C(N)OC2=C1C(=O)CC(C)(C)C2 (stereo unspecified),-8,1,0,-3,0,i,-3,41,-2,0
CCCCCc1c(C)c(C#N)c2nc3ccccc3n2c1-n1ccnc1C,3,-1,-4,14,-12,i,-3,5,-1,-5
CC(=O)c1ccc(NC(=O)c2cc3nc4c(c(C(F)(F)F)n3n2)CCCC4)cc1,-53,/,-2,42,-9,i,-13,-75,1,-5
CCCOc1ccc2cc(C(=O)NCc3ccccc3)c(=O)oc2c1,4,1,-1,10,-68,i,-61*,-22,1,0
Cc1occc1C(=O)N/N=C/c1cnn(C)c1C,-97,3,-2,20,21,i,13,-28,-1,-6
COCCN(CCOC)S(=O)(=O)c1ccc(C(=O)Nc2nnc(CSC)o2)cc1,-15,/,1,21,2,i,-7,4,5,-6
Cc1ccc(NC(=O)C(=O)NC(C)C2COc3ccccc3O2)cc1 (stereo unspecified),-8,-3,-1,17,9,i,13,-71,-1,4
Cc1nn(C)cc1CN(C)C(=O)c1cc2nc(-c3ccco3)cc(C(F)(F)F)n2n1,3,-2,0,37,3,i,6,30,0,-2
CCOC(=O)c1c(NC(=O)C2CCCCC2)sc2c1CCN(CC)C2,-21,-1,-3,16,-15,i,-1,13,2,7
Cc1cc(C)n2nc(SCC(=O)Nc3ccccc3C)nc2n1,-7,0,-2,25,4,i,1,14,-5,-1
O=C(NC1CCN(S(=O)(=O)c2ccc(F)cc2)CC1)c1cccnc1,2,6,2,5,-2,i,0,-3,1,-4
Nc1nnc(SCC(=O)NC2CCCC2)s1,-23,/,-3,28,-1,i,-1,2,0,-4
CCc1nc2cccnc2n1-c1ccc(C(=O)O)cc1,-13,-3,-3,7,0,i,3,-15,-2,-22
CCOC(=O)C(C)n1cnc2c(nnn2-c2ccc(F)cc2)c1=O (stereo unspecified),-55,-2,-2,31,3,/,-1,4,0,-6
O=C1CCCCCN1C(=O)c1cccc(C(=O)N2CCCCCC2=O)c1,-3,/,1,7,8,i,-3,8,1,3
CCCCNC(=O)C1CC(c2cccc(F)c2)=NO1 (stereo unspecified),/,-3,/,11,7,i,17,-94,2,/
Cc1ccc(/C=C/c2nnc(-c3ccc(C)cc3)o2)cc1,8,2,32*,24,15,i,8,-69,18,1
CCCCSc1nc(C)cc(SCC(=O)N/N=C/c2cccc(OC)c2O)n1,24,0,0,19,84*,i,42,81*,0,0
COc1ccc2c(c1)CC/C(=C/c1ccco1)C2=O,-90,2,2,15,33,i,12,-160,0,-6
CCN(CC)c1ccc(C2Nc3cccc4cccc(c34)N2)cc1,-42,-3,57*,7,-23,i,-20,-171,0,3
CN(CC(=O)NCc1ccncc1)S(=O)(=O)c1ccccc1,-16,6,4,16,-3,i,-9,18,-1,-2
O=C(NCCN1CCOCC1)c1ccccc1-c1ccccc1,-29,2,-1,-3,-1,i,-2,-13,3,-2
c1ccc2nc(-c3ccc(N4CCOCC4)cc3)ccc2c1,-48,/,27*,-4,-39,i,-24,104*,-2,-6
COc1ccccc1-c1ccc(C(=O)O)o1,-23,-1,46*,24,7,i,-9,-24,0,2
CCCCSC1(SCCCC)N=C(N)C2(C#N)C(c3ccccc3)NC(C)=C(C)C12C#N (stereo unspecified),-18,-4,-1,30,34,i,6,7,0,0
Cc1ccc(NC2Sc3ccccc3NC2=O)cc1Cl (stereo unspecified),-24,1,-2,-19,10,i,2,9,3,3
O=C(N/N=C/c1ccc2c(c1)OCO2)/C(=C/c1ccc2c(c1)OCO2)NC(=O)c1ccccc1,-32,1,0,14,0,i,3,-6,3,-2
CCN1CCN(c2nc(Nc3cccc(C)c3)nc(N)c2[N+](=O)[O-])CC1,-34,12,5,10,1,i,-3,11,0,2
O=C(COC(=O)c1ccco1)NCc1cccs1,-7,-3,1,-8,7,i,-7,-9,2,3
COc1ccc(NC(=O)COC(=O)/C=C/C(=O)OCC(=O)Nc2ccc(OC)c(Cl)c2)cc1Cl,-7,0,2,1,138*,i,97,-35,3,2
c1ccc(-c2cnc(-c3cccnc3)o2)cc1,-48,2,-1,/,/,/,/,/,/,-5
CCOC(=O)C(C(=O)NCCCN1CCOCC1)C1CCCCC1 (stereo unspecified),-2,-1,4,-12,-2,i,-1,10,-1,4
Cc1nc(N2CCOCC2)nc(Oc2ccccc2)c1[N+](=O)[O-],4,-2,3,1,1,i,-12,20,-3,-2
Cc1ccccc1C(=O)Nc1nnc(-c2ccncc2)o1,-43,3,-3,49,3,i,3,-36,2,-1
CCc1nnc(NC(=O)C2CCN(c3nccc(C)n3)CC2)s1,-25,0,-1,9,13,i,-5,28,3,2
Cc1ccc(C2=CC(c3ccc(N(C)C)cc3)n3nnnc3N2)cc1 (stereo unspecified),4,0,0,28,1,i,-6,-37,2,-2
O=C1N/C(=N\N=C\c2ccccn2)SC1Cc1cccc(SC(F)F)c1 (stereo unspecified),-5,-1,1,37,5,i,1,25,1,0
CCS(=O)(=O)n1nc(-c2ccccc2)nc1NCc1ccco1,-12,-4,1,12,4,i,-7,-71,3,-3
COc1ccc([N+](=O)[O-])cc1N(CC(=O)NCC1CCCO1)S(C)(=O)=O (stereo unspecified),2,0,1,22,-10,i,5,15,0,3
Cc1cc(CN(C)C(=O)c2ccc(OC3CCN(Cc4ccccn4)CC3)cc2)on1,-22,-2,-9,11,-9,i,-6,0,-1,0
COc1ccc(F)cc1S(=O)(=O)N1CC(C)CC(C)C1 (stereo unspecified),-26,-1,3,15,29,i,-3,15,0,-1
Cn1c(NC(=O)C2c3ccccc3Oc3ccccc32)cc(=O)n(C)c1=O,-30,-1,1,/,/,/,/,/,/,-4

# Screening data deposited in PubChem by several laboratories.

# The list is partial; count on the stated rates, not on these rows.
